Bioassay records from PubChem BioAssay.
D1 ag: activates the human D1 dopamine receptor. P21728. HEK293 T-REx D1 cells, calcium flux, agonist mode. activation, % at 2 µM. 360,000 compounds, 1% hits; in the data active = activation above about 30%; also: 0% is about no effect
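Tetracycline-induced HEK293 TREx D1 cells, force-coupled to calcium signalling, were dye-loaded with a no-wash calcium kit. Compound was pin-added after a 10 s baseline. Fluorescence was read kinetically at 1 cycle/s for 180 s, with calcium rises flagged as agonism.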
RXFP1 ag: RXFP1 (human) receptor agonism; 370,000 compounds, 0.3% hits; Potency, µM (top dose mostly 57.5 µM), without a hit: at the highest dose activation, hits mostly activators; HEK293T-RXFP1 cAMP TR-FRET, 30 min; response scale: percent of porcine relaxin response, buffer zero; also: potency is read from the fitted curve at half-maximal effect; % is scaled to controls: 0 for no effect and ±100 for the full control effect; nearly all actives have a fitted effect of over 60% in size; many of its hits are not listed in these tables
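Agonist response is measured as cAMP accumulation in an RXFP1-transfected HEK293T line under PDE4 inhibition. Values are scaled between buffer-only and 29 nM porcine relaxin, and EC50s come from standard Hill equation fits.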
D1 antagonist: blocks dopamine activation of the human D1 receptor; P21728; HEK293 TREx D1 cells, calcium flux, dopamine EC80; hits give low values; activity change, negative = inhibition, % at 10 µM; 360,000 compounds, 3.2% hits; AID 504652; in the data active = activity change below about -30%; also: % is scaled to controls: 0 for no effect and ±100 for the full control effect
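Using tetracycline-induced force-coupled D1 Hek293 cells and a calcium dye, signals were followed for 180 s after compound, then for 180 s after EC80 dopamine, to detect inhibitors.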
RXFP1 antag: RXFP1 (human) relaxin receptor antagonism; Q9HBX9; HEK293-RXFP1, relaxin-stimulated cAMP HTRF, 30 min; hits give low values; activity change, negative = inhibition, % at 57.5 µM; 350,000 compounds, 0.59% hits; AID 1259400;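 active = activity change of -60% or lower, but not beyond a set lower limit; inconclusive = change between -60% and -40%, or beyond the set limit; inactive = change above -40%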; also: % is scaled to controls: 0 for no effect and ±100 for the full control effect
D2 PAM: D2 dopamine receptor (human) potentiation. P14416. potentiation, % at 10 µM. HEK293 T-REx D2, calcium flux, EC20 dopamine potentiation. 340,000 compounds, 0.34% hits;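 active = potentiation over 3 SD above the plate norm, cut at about 30% in these data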; also: 0% is about no effect
Target sequence (P14416 whole entry, looked up): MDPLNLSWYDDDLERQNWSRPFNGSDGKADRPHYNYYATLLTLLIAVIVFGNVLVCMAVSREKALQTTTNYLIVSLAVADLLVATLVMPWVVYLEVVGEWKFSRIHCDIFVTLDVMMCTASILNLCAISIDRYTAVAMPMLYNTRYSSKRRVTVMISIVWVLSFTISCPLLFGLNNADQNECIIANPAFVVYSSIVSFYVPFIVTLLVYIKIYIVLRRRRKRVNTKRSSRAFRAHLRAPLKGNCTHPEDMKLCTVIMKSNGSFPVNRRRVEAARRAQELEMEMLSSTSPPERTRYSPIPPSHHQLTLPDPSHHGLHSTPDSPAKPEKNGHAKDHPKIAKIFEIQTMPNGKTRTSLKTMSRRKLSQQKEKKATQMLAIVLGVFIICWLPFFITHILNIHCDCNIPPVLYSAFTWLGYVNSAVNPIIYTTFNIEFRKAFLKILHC
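Using a no-wash calcium dye in inducible, force-coupled HEK293 Trex cells expressing D2, we tracked fluorescence each second for 180 s after compound, then for 180 s after EC20 dopamine to detect augmented signalling.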
D1 potentiator: enhances dopamine response at the human D1 receptor | 360,000 compounds, 0.036% hits | potentiation, % at 10 µM | P21728 | HEK293 TREx D1 cells, calcium flux, dopamine EC20 potentiation; in the data active = potentiation above about 30%; also: 0% is about no effect
Vif-A3G inh: blocks the Vif interaction with human APOBEC3G | AID 602310 | 410,000 compounds, 0.076% hits | Potency, µM (highest dose often 46.1 µM), for inactives: top-dose activity, negative = active, most hits filed as inhibitors | HeLa A3G-eYFP + Vif (tagged APOBEC3G with the HIV-1 protein that degrades it), YFP fluorescence, overnight | Q9HC16;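 also: potency is read from the fitted curve at half-maximal effect; % is scaled to controls: 0 for no effect and ±100 for the full control effect; nearly all actives have a fitted effect of over 60% in size; hits raise eYFP signal because A3G escapes Vif-driven loss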
Target sequence (Q9HC16 whole entry, looked up): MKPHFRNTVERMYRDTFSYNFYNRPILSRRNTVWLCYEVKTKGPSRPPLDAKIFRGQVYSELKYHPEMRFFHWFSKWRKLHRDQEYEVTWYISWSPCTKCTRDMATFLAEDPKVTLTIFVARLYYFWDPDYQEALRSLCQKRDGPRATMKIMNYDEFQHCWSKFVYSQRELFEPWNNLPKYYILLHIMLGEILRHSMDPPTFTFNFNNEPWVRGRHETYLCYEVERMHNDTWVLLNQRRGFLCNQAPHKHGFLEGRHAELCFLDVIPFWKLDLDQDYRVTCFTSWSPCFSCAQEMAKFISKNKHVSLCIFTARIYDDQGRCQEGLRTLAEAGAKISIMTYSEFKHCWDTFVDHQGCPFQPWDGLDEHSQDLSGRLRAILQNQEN
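HeLa cells stably expressing Vif and C-terminally eYFP-tagged A3G, seeded overnight at 37 deg C, then exposed to compound by pintool overnight at 37 deg C. Rise in yellow fluorescence (Ex 488/Em 500-530, Acumen) marks blocked Vif-driven A3G degradation.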
Vif-APOBEC3F blk: blocks the Vif interaction with APOBEC3F. HeLa A3F-eYFP + Vif (tagged APOBEC3F with the HIV-1 protein that degrades it), YFP fluorescence increase. Potency, µM (series often up to 46.1 µM), for the others: at the highest dose activity, negative = active. 390,000 compounds, 0.2% hits. AID 602313; also: potency is read from the fitted curve at half-maximal effect; % of control where 0% means no effect; nearly all actives have a fitted effect of over 65% in size
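HeLa cells stably expressing A3F-eYFP plus Vif, plated and incubated overnight at 37 deg C, then exposed to compounds overnight at 37 deg C. Blocked degradation read as raised yellow fluorescence (Ex 488/Em 500-530).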
Glioma ERSR ind: induces the endoplasmic reticulum stress response in human glioma cells | U87-MG GRP78 promoter luciferase reporter, 16 h | Potency, µM, for the others: at the highest dose activation, usual class: activators | 420,000 compounds, 0.02% hits | AID 602332; also: potency is read from the fitted curve at half-maximal effect; series mostly up to about 76 µM; % of control where 0% means no effect; nearly all actives have a fitted effect of over 35% in size
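ERSR induction read as luciferase luminescence (Bright-Glo, 10 min at room temperature) in stably transfected human U87-MG glioma cells exposed to compounds for 16 h, using GRP78 as sensor.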
An asterisk follows results filed as active; ? = inconclusive; / = not tested or not shown. Unless noted, calls follow the shape of the dose curve; as a rule, active = well fitted curve in the direction sought with a large enough effect; inconclusive = small, poorly fitted or top-dose-only effect, or another doubt; inactive = no such curve, though single readings can be large; an effect the other way counts as inactive or inconclusive. This is a subset; the hit share may differ from the screen's.

mol | D1 ag | RXFP1 ag | D1 antagonist | RXFP1 antag | D2 PAM | D1 potentiator | Vif-A3G inh | Vif-APOBEC3F blk | Glioma ERSR ind
CC(OC(=O)C1CCN(S(=O)(=O)c2ccc(C(C)(C)C)cc2)CC1)C(=O)N(C)C1CCCCC1 (centres undefined) | / | / | / | 5 | / | / | 1% | 3% | -2%
COc1ccccc1S(=O)(=O)N(C)C[C@@H]1OCc2cn(nn2)CCCC(=O)N([C@@H](C)CO)C[C@H]1C | / | / | / | 6 | / | / | 0% | -19% | -6%
O=C(CNC(=O)c1ccco1)NNC(=O)c1ccc(Br)cc1 | / | / | / | -5 | / | / | -6% | -1% | 0%
CCC1(C)NC(=O)N(/N=C/c2ccc(C)s2)C1=O (centres undefined) | -1 | -0.1% | 4 | 7 | / | -8 | 4% | -1% | 5%
COc1ccccc1N1CCN(C(=O)CN2C(=O)c3ccccc3S2(=O)=O)CC1 | 5 | -2.1% | 1 | -18 | -13 | 0 | -1% | 1% | 0%
CCOC(=O)c1cnn(-c2ccc(Cl)cc2)c1C1CCN(C(=O)OC(C)(C)C)CC1 | 2 | -1.3% | 11 | -16 | 11 | 3 | -1% | -1% | -2%
c1ccc(CCCN2CCN(c3ccccc3)CC2)cc1 | 3 | 0.1% | -12 | -1 | -25 | 1 | -7% | -6% | -1%
COc1ccc2oc(=O)c(C(=O)N3CCN(c4ccc(F)cc4)CC3)cc2c1 | -3 | 3.2% | -2 | -8 | -11 | -8 | -4% | 1% | -1%
COc1ccc(C2CC(c3ccc(Br)cc3)=NN2C(=O)CN2CCCC2)cc1 (centres undefined) | 5 | 3.5% | -1 | -18 | 6 | -5 | -3% | 5% | -5%
Cc1cccc(N2CCN(C(=O)CN3CCSc4ccccc43)CC2C)c1 (centres undefined) | 5 | 0.5% | -17 | / | -25 | -2 | 1% | 0% | -3%
CCN(CC)c1ccc(C(=O)OCC(=O)Nc2ccccc2-c2ccccc2)cc1 | 7 | 2.2% | 9 | 0 | -3 | -2 | 3% | -1% | -4%
CCCCNC(=O)CCn1c(=O)c2ccccc2n(CC(=O)Nc2ccccc2OCC)c1=O | -2 | 2.2% | 12 | -12 | 7 | -5 | -2% | -10% | -5%
CCCS(=O)(=O)N1CC(=O)N(c2cccc(Cl)c2C)C(C)(C(=O)NC2CCCC2)C1 (centres undefined) | -2 | 2.1% | -1 | -9 | / | 0 | 2% | -4% | -4%
Cc1cccc(NC(=O)CSCC(=O)Nc2ccccc2N2CCCCC2)c1 | -2 | 0.4% | 2 | -10 | 4 | -4 | -5% | 8% | -4%
CC12CN3CC(C)(CN(C1)C3c1ccc(OCc3ccccc3)cc1)C2=O (centres undefined) | 1 | 0.0% | -13 | -7 | 4 | -1 | 2% | 1% | -1%
CC(C)C(=O)Nc1ccc(NC(=O)c2ccco2)cn1 | 0 | -1.9% | -2 | -3 | 7 | 0 | 3% | 7% | -4%
COc1cc(/C=C(\C#N)C(=O)NC(C)C)cc(Cl)c1O | 9 | -1.6% | -13 | -17 | -2 | 7 | 1% | -8% | 9%
CCOc1ccc(CN2CCN(CCCc3ccccc3)CC2CCO)cc1 (centres undefined) | 1 | -0.7% | -3 | -3 | -13 | -4 | -5% | 0% | 0%
COc1ccccc1CNC(=O)C1CCCC1 | -1 | -2.2% | 3 | 5 | -7 | -5 | -5% | 1% | 0%
COC(=O)[C@H](CCSC)NC(=O)NCCC1=CCCCC1 | 0 | -1.7% | -3 | -7 | 1 | -1 | 3% | -6% | -1%
CN(C)S(=O)(=O)c1cccc(CSCc2cccc(S(=O)(=O)N(C)C)c2)c1 | 23 | -2.6% | -36* | -3 | -18 | -8 | 2% | -1% | -3%
NC(=O)c1c(/N=C/c2cccnc2)sc2c1CCCC2 | 1 | 7.3% | 15 | -15 | -2 | 0 | -2% | -28% | 2%
CC(=O)NNC(=O)c1sc(=S)n2c1[nH]c(=O)c1sccc12 | 7 | 0.4% | 5 | -7 | / | 3 | 6% | 4% | -5%
Cc1ccc(CNC(=O)CS(=O)Cc2nc(-c3ccccc3F)oc2C)cc1 (centres undefined) | 1 | 1.5% | -23 | 22 | 6 | 1 | 0% | 1% | 1%

A few values from the list:
Glioma ERSR ind with `COc1ccccc1CNC(=O)C1CCCC1` stands at 0%
Vif-A3G inh with `CC(=O)NNC(=O)c1sc(=S)n2c1[nH]c(=O)c1sccc12` stands at 6%

11 entries out of the list, ordered by number of heavy atoms, smallest number first.
mol | D1 ag | RXFP1 ag | D1 antagonist | RXFP1 antag | D2 PAM | D1 potentiator | Vif-A3G inh | Vif-APOBEC3F blk | Glioma ERSR ind
COc1ccccc1CNC(=O)C1CCCC1 | -1 | -2.2% | 3 | 5 | -7 | -5 | -5% | 1% | 0%
CCC1(C)NC(=O)N(/N=C/c2ccc(C)s2)C1=O (centres undefined) | -1 | -0.1% | 4 | 7 | / | -8 | 4% | -1% | 5%
NC(=O)c1c(/N=C/c2cccnc2)sc2c1CCCC2 | 1 | 7.3% | 15 | -15 | -2 | 0 | -2% | -28% | 2%
c1ccc(CCCN2CCN(c3ccccc3)CC2)cc1 | 3 | 0.1% | -12 | -1 | -25 | 1 | -7% | -6% | -1%
O=C(CNC(=O)c1ccco1)NNC(=O)c1ccc(Br)cc1 | / | / | / | -5 | / | / | -6% | -1% | 0%
CC12CN3CC(C)(CN(C1)C3c1ccc(OCc3ccccc3)cc1)C2=O (centres undefined) | 1 | 0.0% | -13 | -7 | 4 | -1 | 2% | 1% | -1%
Cc1ccc(CNC(=O)CS(=O)Cc2nc(-c3ccccc3F)oc2C)cc1 (centres undefined) | 1 | 1.5% | -23 | 22 | 6 | 1 | 0% | 1% | 1%
COc1ccccc1N1CCN(C(=O)CN2C(=O)c3ccccc3S2(=O)=O)CC1 | 5 | -2.1% | 1 | -18 | -13 | 0 | -1% | 1% | 0%
CCN(CC)c1ccc(C(=O)OCC(=O)Nc2ccccc2-c2ccccc2)cc1 | 7 | 2.2% | 9 | 0 | -3 | -2 | 3% | -1% | -4%
CCCCNC(=O)CCn1c(=O)c2ccccc2n(CC(=O)Nc2ccccc2OCC)c1=O | -2 | 2.2% | 12 | -12 | 7 | -5 | -2% | -10% | -5%
COc1ccccc1S(=O)(=O)N(C)C[C@@H]1OCc2cn(nn2)CCCC(=O)N([C@@H](C)CO)C[C@H]1C | / | / | / | 6 | / | / | 0% | -19% | -6%

Further compounds
mol | D1 ag | RXFP1 ag | D1 antagonist | RXFP1 antag | D2 PAM | D1 potentiator | Vif-A3G inh | Vif-APOBEC3F blk | Glioma ERSR ind
COc1ccccc1CNC(=O)CN1C(=O)CCc2cc(S(=O)(=O)N3CCOCC3)ccc21 | 2 | -0.6% | 4 | / | -3 | 0 | 1% | 0% | 0%
CCn1c(-c2c[nH]c3ccccc23)n[nH]c1=S | 2 | -0.4% | -2 | -22 | 4 | -3 | -7% | 0% | 0%
COc1ccc(CCn2c3c(c(=O)[nH]c2=O)C(NC(=O)c2ccccc2)(C(F)(F)F)C(=O)N3)cc1OC (centres undefined) | 1 | 0.6% | 4 | -12 | -3 | -4 | -4% | 2% | -2%
Cc1cccc(-c2noc(CN(C(=O)c3ccc(Br)o3)C(C)C)n2)c1 | 14 | -0.6% | 20 | -4 | -2 | 11 | 0% | 7% | -4%
O=C(CN(Cc1ccco1)C(=O)c1ccc(Cl)cc1)Nc1c(Cl)cc(Cl)cc1Cl | 0 | 0.4% | 3 | 7 | -1 | -7 | -7% | 6% | -4%
CCn1cc(C(=O)NCc2cccs2)c(=O)c2ccc(C)nc21 | 4 | 2.4% | -17 | 1 | 4 | -7 | 0% | 0% | -4%
O=C(COc1ccccc1Cl)NCCCN1CCOCC1 | -1 | 0.8% | 6 | -1 | -7 | 0 | 2% | 7% | -3%
COCCNC(=O)c1ccc(CSc2nc3ccncc3n2Cc2ccccc2)cc1 | 3 | 1.7% | 17 | -9 | -2 | -1 | -3% | 3% | 2%
C/C(=N\NC(=S)NC(C)C)c1ccccc1 | 2 | 4.5% | -7 | 15 | -1 | -7 | 3% | ? | 0%
CC(O)c1nc2ccccc2n1Cc1ccc([N+](=O)[O-])cc1 (centres undefined) | 1 | 2.9% | 3 | 7 | -5 | -1 | -2% | -4% | 2%
CCOc1ccc(C(c2c(O)cc(C)n(Cc3ccco3)c2=O)N2CCN(c3ccccc3)CC2)cc1 (centres undefined) | -1 | 0.2% | 3 | -22 | 2 | 2 | 2% | -3% | 0%
Cc1onc(-c2ccccc2)c1C(=O)N[C@@H]1C(=O)N2[C@@H]1SC(C)(C)[C@@H]2C(=O)O | 0 | 0.1% | -21 | / | 6 | -1 | / | / | /
CC(C)(CO)NCc1cc(Br)ccc1OCc1ccccc1 | 19 | -2.5% | 5 | -10 | 11 | -1 | 0% | -11% | -1%
Cc1ccc(C)c(NC2=NCC(=O)N2c2ccc3c(c2)OCCO3)c1 | -3 | -0.2% | 0 | -12 | -33 | -3 | -2% | / | 3%
CC(=O)COc1ccc2c(C)c(-c3ccccc3)c(=O)oc2c1 | 5 | 1.3% | -2 | -25 | -3 | -2 | -1% | 14% | -2%
CN(C)c1ccc(/C=c2\sc3nc(-c4ccccc4)nn3c2=O)cc1 | 6 | -2.6% | -57* | / | 14 | -9 | / | / | /
Cc1ccnc2nc(NC(=O)c3ccccc3Cl)nn12 | 0 | 1.0% | -5 | 3 | 15 | 4 | 6% | -2% | 0%
CC(C)N1C(=O)CCC1C(=O)N1CCC(Cc2ccccc2)CC1 (centres undefined) | -3 | -1.2% | -11 | / | 1 | -3 | 5% | -1% | 0%
O=c1[nH]c2cccnc2n1-c1ccc([N+](=O)[O-])cc1 | 3 | 7.1% | -9 | 36 | 3 | -2 | -1% | -7% | -2%
Fc1cccc(F)c1-n1c(CN2CCOCC2)csc1=S | 2 | 2.3% | 18 | 3 | 10 | 1 | 0% | -1% | -1%
CC(=O)Nc1ccccc1NC(=O)C/C(C)=N/NC(=O)c1ccccn1 | 2 | -0.4% | 3 | -8 | -10 | 1 | 1% | -2% | -5%
COc1ccc(C(=O)Nc2nc3cc(OC)c(OC)cc3c(=O)[nH]2)cc1 | 0 | -0.7% | 4 | -1 | -3 | -8 | 2% | -8% | -2%
COc1ccc(NC(=O)C(=O)NCCc2csc(-c3ccc(Cl)cc3)n2)cc1OC | 1 | 3.9% | -24 | -1 | 0 | -1 | -2% | 3% | -1%
